# Bioassay records as filed in PubChem BioAssay.
# FLuc counter – qHTS profiling assay for firefly luciferase inhibitor/activator using purifed enzyme and Km concentrations of substrates (counterscreen for miR-21 project); Luciferin 4-monooxygenase (Photinus pyralis), P08659; purified FLuc, Km substrates, luminescence inhibition; actives 6.9% (n = 360,000); Potency, µM (series often up to 57.5 µM), without a hit: top-dose activity change, negative = inhibition, usual class: inhibitors;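 also: plate controls were vehicle for no effect and reference inhibitor for full effect; nearly all actives have a fitted effect of over 55% in size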
# Target sequence (P08659 whole entry, looked up): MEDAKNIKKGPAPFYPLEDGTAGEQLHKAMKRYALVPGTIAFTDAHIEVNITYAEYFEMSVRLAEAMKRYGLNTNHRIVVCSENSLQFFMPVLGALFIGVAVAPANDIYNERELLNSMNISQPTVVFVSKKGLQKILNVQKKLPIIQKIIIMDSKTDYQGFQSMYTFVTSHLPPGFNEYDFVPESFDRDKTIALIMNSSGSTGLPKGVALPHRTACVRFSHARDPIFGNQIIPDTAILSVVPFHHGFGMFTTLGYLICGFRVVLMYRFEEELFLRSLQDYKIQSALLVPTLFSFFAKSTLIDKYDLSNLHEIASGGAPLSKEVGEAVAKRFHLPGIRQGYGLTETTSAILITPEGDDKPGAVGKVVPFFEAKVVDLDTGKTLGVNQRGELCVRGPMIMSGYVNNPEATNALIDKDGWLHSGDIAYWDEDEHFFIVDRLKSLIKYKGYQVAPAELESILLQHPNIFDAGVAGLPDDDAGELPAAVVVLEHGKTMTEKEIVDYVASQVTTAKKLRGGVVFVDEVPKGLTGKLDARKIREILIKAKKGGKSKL
#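 Purified P. pyralis luciferase, 10 nM final, with Km-level 10 uM D-luciferin and 10 uM ATP in 50 mM Tris acetate pH 7.5, 10 mM Mg acetate, 0.01% Tween-20, 0.05% BSA; 6-point qHTS titration about 60 µM downward; luminescence read.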
# Rab9 prom act – qHTS Assay for Rab9 Promoter Activators | actives 2.8% (n = 320,000) | Potency, µM (titrated, usually from 9.22 µM), for the others: at the highest dose activation, negative = inhibition, hits mostly activators | Huh7 Rab9 promoter-luciferase reporter, luminescence, 24 h | AID 485297, 2010; also: % of control where 0% means no effect; nearly all actives have a fitted effect of over 60% in size
#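 Huh7 reporter line, Rab9 promoter upstream of luciferase. Compound exposure 24 h at 37 °C in reduced-serum medium with 10% FBS. Read-out: luminescence.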
# MBNL1 CUG block – qHTS Assay for Inhibitors of MBNL1-poly(CUG) RNA binding | Potency, µM (titrated, usually from 57.5 µM), inactives show at the top dose activity change, negative = inhibition, most hits filed as inhibitors | Muscleblind-like protein 1 (Homo sapiens), Q9NR56 | actives 0.036% (n = 280,000) | TR-FRET MBNL1-His/biotin-(CUG)12 binding, 665/545 ratio; active = well fitted inhibition curve with a large enough effect in the signal ratio, with a control signal flat, not every such curve was filed as active; inconclusive = small, poorly fitted or top-dose-only effect, or effect the other way, or a change in a side signal; inactive = no such curve, though single readings can be large or run the other way; the % refers to the signal ratio; also: % is scaled to controls: 0 for no effect and ±100 for the full control effect
#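 TR-FRET readout: Ex 340 nm, 665/545 nm emission ratio, normalized to buffer-only (basal) and MBNL1-(CUG)12 controls. Complex of MBNL1-His with Biotin-(CUG)12, compounds 92 nM–58 uM, incubated 60 min at room temperature.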
# RORgamma inh – qHTS for inhibitors of ROR gamma transcriptional activity; Potency, µM (titrated, usually from 53.6 µM), for inactives: at the highest dose activity change, negative = inhibition, actives largely listed as inhibitors; Drosophila S2 Gal4-RORgamma UAS-luciferase reporter, 20 h; actives 5.4% (n = 310,000); AID 2551, 2010; Nuclear receptor ROR-gamma (Mus musculus), P51450; also: % is scaled to controls: 0 for no effect and ±100 for the full control effect; nearly all actives have a fitted effect of over 60% in size
# Target sequence (P51450 whole entry, looked up, the tested form may be a part): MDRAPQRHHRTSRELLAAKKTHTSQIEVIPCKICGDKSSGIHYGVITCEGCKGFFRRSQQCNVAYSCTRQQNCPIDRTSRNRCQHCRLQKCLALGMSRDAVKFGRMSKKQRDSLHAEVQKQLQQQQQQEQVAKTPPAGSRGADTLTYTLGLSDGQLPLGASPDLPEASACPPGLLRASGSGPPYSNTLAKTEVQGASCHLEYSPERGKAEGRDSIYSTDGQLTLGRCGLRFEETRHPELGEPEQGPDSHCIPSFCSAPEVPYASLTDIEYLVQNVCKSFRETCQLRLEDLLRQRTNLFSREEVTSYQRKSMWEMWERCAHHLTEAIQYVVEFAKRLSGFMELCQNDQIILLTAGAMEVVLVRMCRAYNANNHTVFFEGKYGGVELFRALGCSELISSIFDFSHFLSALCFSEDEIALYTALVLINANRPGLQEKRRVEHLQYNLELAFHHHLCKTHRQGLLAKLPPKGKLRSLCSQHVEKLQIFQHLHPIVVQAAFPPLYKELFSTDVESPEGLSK
#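 Compounds are pin-transferred onto Drosophila Schneider cells expressing a copper-inducible Gal4–ROR gamma transactivation domain fusion. After 1 hr, copper sulfate is added to 700 uM final; luciferase is read 20 hr later.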
# NPC1 promoter act – qHTS Assay for NPC1 Promoter Activators; AID 485313, 2010; actives 2.4% (n = 320,000); Huh7 NPC1 promoter luciferase reporter, 24 h; Potency, µM (top dose mostly 9.22 µM), for inactives: at the top dose activation, actives largely listed as activators;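 also: % of control where 0% means no effect; nearly all actives have a fitted effect of over 60% in size; reporter is driven by a mutant NPC1 promoter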
#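 Stably transfected Huh7 (NPC1 promoter→luciferase), 1500 cells/well in Opti-MEM + 10% FBS, 2 h settle, then compound 24 h at 37 °C. Luminescence after 10 min with Amplite reagent.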
# MLL CXXC-DNA inh – qHTS Fluorescence Polarization Assay for Inhibitors of MLL CXXC domain - DNA interaction; Histone-lysine N-methyltransferase 2A (Homo sapiens), Q03164; actives 0.037% (n = 290,000); Potency, µM (doses to about 115 µM), for the others: at the top dose activity change, negative = inhibition, actives largely listed as inhibitors; MLL-CXXC / FITC-HOXA9 DNA fluorescence polarization; active = well fitted inhibition curve with a large enough effect in the polarisation, with a control signal flat, not every such curve was filed as active; inconclusive = small, poorly fitted or top-dose-only effect, or effect the other way, or a change in a side signal; inactive = no such curve, though single readings can be large or run the other way; the % refers to the polarisation
#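 Steps: dispense CXXC domain solution (7 uM) → pin compounds or unlabeled HOX-A9 DNA control → 5 min ambient → add FLSN-HOX-A9 solution (50 nM) → spin → 30 min ambient → fluorescence polarization. Tris pH 7.5/NaCl/DTT/BSA buffer.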
# ELG1 genotox – qHTS screen for small molecules that induce genotoxicity in human embryonic kidney (HEK293T) cells expressing luciferase-tagged ELG1; Potency, µM (series often up to 46 µM), without a hit: at the highest dose activity change, positive = activation, usual class: activators; HEK293T ELG1-luciferase reporter, luminescence, 16 h; actives 1.3% (n = 330,000); AID 504466, 2011; also: % of control where 0% means no effect; nearly all actives have a fitted effect of over 60% in size
#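 DMSO vehicle served as control against compound-treated ELG1-luciferase HEK293T cells; exposure lasted 16 hr at 37 °C and 5% CO2, followed by ONE-Glo luminescence detection after 30 min.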
# BRCA1 expr act – qHTS Assay to Identify Small Molecule Activators of BRCA1 Expression | AID 624202, 2012 | Potency, µM (series often up to 46.1 µM), for the others: at the top dose activation, most hits filed as activators | actives 1.1% (n = 380,000) | MCF7-BRCA1-FFLuc reporter, luminescence, 48 h; response scale: scaled: vehicle 0%, 10 µM genistein 100%; also: nearly all actives have a fitted effect of over 80% in size; some results filed as inactive show a strong effect at the top dose
#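 First, MCF7-BRCA1-FFLuc cells (2000/well) attach for 2 h; next, compounds are pin-added and incubated 48 h at 37 °C; finally, luciferase reagent is added and luminescence read after 15 min.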
# p53 reactivator – qHTS assay for re-activators of p53 using a Luc reporter. H1299 p53-A138V BP100-luciferase reporter, luminescence, 24 h. Potency, µM (titrated, usually from 92.2 µM), inactives show top-dose activity change, positive = activation, actives largely listed as activators. actives 0.063% (n = 320,000). AID 504706, 2011; also: % of control where 0% means no effect; nearly all actives have a fitted effect of over 45% in size
#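 p53-null H1299 cells stably carrying temperature-sensitive p53-A138V and a BP100-luciferase reporter were pinned with compounds (4-point, 1:5 series) and held 24 hrs at 37 deg C. Luminescence was read 10 min after detection reagent.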
# uPA surface inh – qHTS for Inhibitors of Cell Surface uPA Generation; cell surface uPA generation assay, qHTS; actives 0.31% (n = 330,000); Potency, µM (series often up to 38.3 µM), without a hit: at the top dose activity change, negative = inhibition, most hits filed as inhibitors; AID 540303, 2011; active = well fitted inhibition curve with a large enough effect; inconclusive = small, poorly fitted or top-dose-only effect; inactive = no such curve, though single readings can be large or run the other way; tested in mouse RAW 264.7 cells; also: % is scaled to controls: 0 for no effect and ±100 for the full control effect; nearly all actives have a fitted effect of over 55% in size
# VP16 counter – VP16 counterscreen qHTS for inhibitors of ROR gamma transcriptional activity. Drosophila S2 Gal4-VP16 UAS-luciferase, luminescence, 20 h. Potency, µM (top dose mostly 53.6 µM), for inactives: at the highest dose activity, negative = inhibition, hits mostly inhibitors. actives 3.5% (n = 310,000). AID 2546, 2010;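 also: Gal4-VP16 expression switched on by copper sulfate through the metallothionein promoter; % is scaled to controls: 0 for no effect and ±100 for the full control effect; nearly all actives have a fitted effect of over 50% in size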
# An asterisk follows results filed as active; ? = inconclusive; · = no result given; & = joins results of further samples; [ ] = dose if it differs, or a comment. Unless noted, calls follow the shape of the dose curve; as a rule, active = well fitted curve in the direction sought with a large enough effect; inconclusive = small, poorly fitted or top-dose-only effect, or another doubt; inactive = no such curve, though single readings can be large; an effect the other way counts as inactive or inconclusive. Potency is read from the fitted curve at half-maximal effect. The list is partial; the hit share may differ from the screen's.
# Sequence of screens: FLuc counter	Rab9 prom act	MBNL1 CUG block	RORgamma inh	NPC1 promoter act	MLL CXXC-DNA inh	ELG1 genotox	BRCA1 expr act	p53 reactivator	uPA surface inh	VP16 counter
- O=C(Nc1ccc(-c2nnc3n2CCCCC3)cc1)c1cc2ccccc2o1
    -4%	1%	-5%	?	2%	-2%	-4%	0%	-9%	-1%	7%
- CCn1cc(C(=O)NCCCN2CCC(C)CC2)c(=O)c2cc(S(=O)(=O)N(C)C3CCCCC3)ccc21
    1%&1%	0%	7%	-1%	6%	-2%	0%	-17%&-15%	10%	?	0%
- COc1ccc(C)c2sc(=NC(=O)c3ccc(C(C)=O)cc3)n(C)c12
    0.67µM*	0.5µM*	·	-23%	0.56µM*	-4%	?	0.79µM*	14%	-4%	10%
- CN(C)N1C(=O)CC(N2CCCC2)C1=O (stereo not given)
    1%	-5%	-14%	-41%	7%	1%	2%	-23%	6%	-3%	-7%
- CCCn1c(=O)c2ccccc2n2c(SCC(=O)/C(C#N)=C(\C)N)nnc12
    -1%	-7%	-9%	2%	0%	?	-1%	-2%	8%	-18%	-5%
- CC(C)c1ccc(Nc2ncccc2C#N)cc1
    15µM*	3.5µM*	-3%	?	?	-2%	?	?	?	5%	-8%
- COc1cc(OC)cc(C(=O)NC(=S)Nc2ccc(N3CCCC3)cc2)c1
    4%	-1%	-3%	3.2µM*	-3%	13%	1%	-41%	-2%	5%	?
- CC1CN(CC(O)COC2CCC(C(C)(C)C)CC2)CC(C)O1 (stereo not given)
    -1%	-9%	-8%	-28%	0%	-3%	-1%	-3%	0%	6%	-2%
- CCOC(=O)NC(NC(=S)Nc1ccc(OCC)cc1)C(Cl)(Cl)Cl (stereo not given)
    0%	2%	7%	-3%	1%	12%	?	-17%	9%	6%	0%
- CC(C)NC(=O)COC(=O)c1ccc(NS(=O)(=O)c2ccc3c(c2)OCCO3)cc1
    8%	9%	-1%	18%	0%	0%	-2%	-4%	-4%	2%	-3%
- Nc1nc(-c2ccc(Cl)cc2)c(N=Nc2ccc(S(=O)(=O)N3CCOCC3)cc2)s1
    ?	-4%	-1%	22%	-4%	10%	1%	-46%	-9%	6%	-2%
- Cc1ccc(C)c(N2CCN(C(=O)CCS(=O)(=O)c3ccc4c(c3)CCN4C(=O)C3CC3)CC2)c1
    0%	-4%	1%	10%	-5%	-5%	-2%	-6%	0%	-10%	-2%
- Cn1cccc1C(=O)c1cccc([N+](=O)[O-])c1
    -3%	-10%	?	-22%	2%	-5%	0%	-11%	2%	4%	0%
- COc1ccc2[nH]c3nc(SC(C)C)nnc3c2c1
    0.34µM*	0.79µM*	-2%	?	0.71µM*	3%	8%	-44%	20%	-3%	1%
- CCCCn1c(N)c(N(CC)C(=O)C2CCCC2)c(=O)[nH]c1=O
    3%	0%	·	·	5%	·	4%	3%	-2%	-5%	·
- CC(NC(=O)c1cc(S(=O)(=O)N(C)C)ccc1Cl)c1ccc(-n2ccnc2)cc1 (stereo not given)
    -1%	-2%	5%	4%	0%	-2%	1%	-7%	5%	2%	-1%
- Cc1ccc(-n2nc(C(=O)O)c3ccccc3c2=O)cc1C
    -17%	-2%	-2%	2%	-1%	0%	-18%	-11%	-1%	5%	0%
- COc1ccc(-c2csc(C)n2)cc1
    19µM*	11%	12%	27%	12%	-20%	20%	81%	?	1%	?
- C=CCn1c(CSc2nc3ccccc3s2)nnc1SCC(=O)NCc1ccccc1
    -1%	0%	-1%	45%	0%	8%	2%	-1%	-2%	-2%	?
- COc1ccccc1CNC(=O)CCN1C(=O)COc2ccc(C)cc21
    -2%	13%	6%	14%	-4%	2%	1%	3%	-9%	-4%	-4%
- CC1(C)Cc2nc3oc4c(=O)n(CC(=O)Nc5ccc(Cl)cc5)cnc4c3cc2CO1
    -7%	-1%	1%	-10%	-1%	-12%	0%	-9%	5%	5%	-9%
- COc1ccc(-n2nc(C(=O)NCC(=O)NCC3CCCO3)c3ccccc3c2=O)cc1Cl (stereo not given)
    -9%	2%	?	-6%	2%	7%	-3%	-22%	-5%	-1%	-10%
- CCOC(=O)CC1C(=O)NCCN1Cc1cccc(OC)c1 (stereo not given)
    0%	0%	-7%	5%	0%	0%	-3%	0%	2%	18%	0%
- Cc1ccccc1OCCCC(=O)Nc1nccs1
    -17%	14%	-1%	0%	-1%	18%	-1%	2%	2%	3%	11%
- Fc1ccc(CNC(=S)NCc2ccccc2)cc1
    0%	10%	-7%	11µM*	-6%	12%	-4%	-4%	1%	-1%	?
- CCc1c(O)nc(SCC(=O)Nc2ccc3c(c2)CCC3)[nH]c1=O
    -10%	3%	-20%	8%	-2%	-2%	-1%	-11%	?	-4%	5%
- C=CCn1c(SCC(=O)OCC)nc(C(F)(F)F)cc1=O
    -2%	4%	-5%	25%	-1%	-13%	-2%	-12%	1%	-4%	-3%[10 µM]
- Cc1ccc(S(=O)(=O)NC(C)C(=O)OCC(=O)N(C)c2ccccc2)cc1 (stereo not given)
    -1%	-2%	·	·	0%	·	0%	0%	-3%	16%	·
- Brc1ccccc1-c1nc(-c2ccccc2)no1
    0.95µM*	3.5µM*	-1%	-12%[0.365 µM]	27%	7%	?	·	?	·	·
- COc1cc(S(=O)(=O)NCc2ccncc2)c(OC)cc1C
    1%	-4%	2%	-2%	-6%	-14%	-11%	-21%	-2%	0%	9%
- O=C(CN(C(=O)CCC(=O)Nc1nccs1)c1ccc(F)c(Cl)c1)NCc1ccco1
    1%	14%	-4%	?	2%	4%	-5%	-7%	1%	-1%	2%
- O=C(CN1CCN(c2ccccn2)CC1)Nc1ccc(F)c(F)c1
    -3%	-8%	-3%	10%	-2%	4%	0%	5%	-2%	-2%	-1%
- O=C1CC(C(=O)N(c2ccc(F)cc2)C(C(=O)NC2CCCC2)c2ccccn2)CS1 (stereo not given)
    0%	-4%	1%	6%	-1%	1%	2%	1%	6%	·	-3%
- COCCNC(=S)NN=C1CCCCC1
    -1%	5%	10%	13µM*	2%	-5%	-2%	-30%	-3%	0%	?
- O=C1CC(Nc2ccc(N3CCOCC3)cc2)C(=O)N1CCc1ccccc1 (stereo not given)
    -1%	1%	-4%	9%	-2%	9%	0%	16%	-1%	3%	-4%
- CC(C)(C)C(=O)NC1CC2CCCC(C1)N2C(=O)Nc1cccc(Cl)c1 (stereo not given)
    3%	-3%	5%	?	-4%	10%	-3%	-3%	·	7%	-13%
- COCCSc1nc2sc3c(c2c(=O)n1-c1ccccc1)CCN(C)C3
    -7%	-5%	14%	19%	4%	-9%	4%	-12%	5%	-4%	6%
- COc1ccccc1Oc1ccc(S(=O)(=O)N2CCOCC2)cc1S(=O)(=O)N1CCOCC1
    0%	-2%	?	27%	-2%	-2%	0%	-7%	0%	2%	13%
- CC(C)C(=O)NNC(=O)c1cc2sccc2s1
    -4%	2%	2%	-2%	0%	-6%	3%	15%	5%	?	9%
- CC1(c2ccc(Cl)cc2)NC(=O)N(CC(=O)Nc2ccc(N3CCCCC3)cc2)C1=O (stereo not given)
    0%	-1%	·	·	-2%	·	2%	-9%	1%	0%	·
- CCc1oc(C(=O)O)cc1COC
    -1%	-1%	5%	-11%	-2%	-2%	-1%	7%	0%	36%[activator]	-4%
- CCCC(=O)c1c[nH]c(C(=O)N2CCOCC2)c1
    5%	2%	-6%	0%	-4%	24%	-3%	-5%	1%	-4%	20%[10 µM]
- O=C(OCn1nnc2ccccc2c1=O)c1ccc2ncsc2c1
    0%	-1%	10%	27%	1%	9%	2%	33%	-26%	-2%	8%
- O=C(Cc1ccsc1)Nc1ccc(Cl)cc1Cl
    -3%	7%	5%	32%	-1%	4%	8%	25%	-8%	-2%	11%
- CCOc1ccc(CCNC(=O)c2ccc(CS(=O)Cc3cccc(Cl)c3)o2)cc1 (stereo not given)
    17µM*	-1%	2%	?	-4%	0%	-4%	0%	-2%	0%	19%
